FEN1 inhibitor = inhibitors of human flap endonuclease 1; P39748; 390,000 compounds, 0.35% hits; Potency, µM (titrated, usually from 114 µM), without a hit: at the top dose activity change, negative = inhibition, most hits filed as inhibitors; Recombinant FEN1 flap cleavage, fluorescence, 15 min; note: nearly all actives have a fitted effect of over 65% in size
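Steps: FEN1 (10 nM) dispensed; compound added by pin tool; 15 min at room temperature; substrate added to 50 nM final; reads at 0 min and 15 min; data normalized and fitted (four-parameter Hill).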
N370S GC = inhibitors or activators of N370S glucocerebrosidase for Gaucher disease; P04062; N370S GC spleen homogenate, 4MU-glucoside fluorescence; Potency, µM (top dose mostly 59.4 µM), for the others: at the highest dose activity change, negative = inhibition, most hits filed as inhibitors; 330,000 compounds, 0.092% hits;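 note: 0% = full enzyme activity and -100% = no enzyme basal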
GCN5L2 inh = inhibitors of human GCN5L2 histone acetyltransferase. GCN5L2 HAT assay, ThioGlo1 CoA-SH fluorescence. Potency, µM (series often up to 58.9 µM), without a hit: top-dose activity change, negative = inhibition, actives largely listed as inhibitors. 390,000 compounds, 0.21% hits. AID 504327
Target sequence (Q92830 whole entry, looked up): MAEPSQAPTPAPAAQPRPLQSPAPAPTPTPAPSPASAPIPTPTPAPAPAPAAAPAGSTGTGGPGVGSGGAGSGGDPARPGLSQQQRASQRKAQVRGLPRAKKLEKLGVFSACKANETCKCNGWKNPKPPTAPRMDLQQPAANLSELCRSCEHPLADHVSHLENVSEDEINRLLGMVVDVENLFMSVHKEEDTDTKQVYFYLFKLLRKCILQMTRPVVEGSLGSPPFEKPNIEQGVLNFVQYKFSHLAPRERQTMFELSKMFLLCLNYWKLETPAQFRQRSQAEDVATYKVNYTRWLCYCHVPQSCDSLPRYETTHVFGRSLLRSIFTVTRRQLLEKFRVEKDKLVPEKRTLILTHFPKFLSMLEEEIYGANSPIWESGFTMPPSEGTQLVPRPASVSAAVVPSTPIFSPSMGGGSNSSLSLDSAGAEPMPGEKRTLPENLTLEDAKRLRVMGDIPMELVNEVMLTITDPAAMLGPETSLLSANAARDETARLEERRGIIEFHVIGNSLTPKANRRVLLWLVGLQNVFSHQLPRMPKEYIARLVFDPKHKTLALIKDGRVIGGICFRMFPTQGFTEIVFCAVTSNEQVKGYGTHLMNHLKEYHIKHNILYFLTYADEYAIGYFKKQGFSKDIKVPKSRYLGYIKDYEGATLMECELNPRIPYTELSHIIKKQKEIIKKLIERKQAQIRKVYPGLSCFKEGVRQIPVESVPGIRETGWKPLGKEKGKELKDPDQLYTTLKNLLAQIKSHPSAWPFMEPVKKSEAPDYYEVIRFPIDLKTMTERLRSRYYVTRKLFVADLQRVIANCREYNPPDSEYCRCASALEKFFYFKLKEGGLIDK
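GCN5L2 (20 nM) in 50mM HEPES pH 7.5, 0.1mM EDTA, 0.01% Tween-20 preincubated 15 min with compounds at room temperature. Reaction started with H3(1-25) 75uM, acetyl-CoA 70uM, ThioGlo1 50uM; CoA-thiol fluorescence (Ex340/Em540) read at 0 and 20 min.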
Numbers without * were called inactive; ? = inconclusive; . = not tested or not shown; & = joins results of further samples; [ ] = another dose, or the depositor's remark. Calls come from the whole dose curve; as a rule, active = well fitted curve in the direction sought with a large enough effect; inconclusive = small, poorly fitted or top-dose-only effect, or another doubt; inactive = no such curve, though single readings can be large; an effect the other way counts as inactive or inconclusive. Unless noted, % is set by controls: 0 for no effect and ±100 for the full control effect; potency is the fitted concentration of half-maximal effect.

SMILES | FEN1 inhibitor | N370S GC | GCN5L2 inh
CCC(=O)c1cn(CC(=O)O)c2ccccc12 | 3% | 10% | -4%
CCc1ccccc1N(CC(=O)NCc1ccco1)C(=O)CCC(=O)Nc1ccccn1 | 3% | -4% | 0%
COc1ccc(CC(=O)NNC(=O)COc2ccc(Cl)cc2C)cc1S(=O)(=O)N1CCOCC1 | 1% | . | 0%
CS(=O)(=O)N(CC(=O)Nc1ccccc1Sc1ccccc1)c1cccc(Br)c1 | -22% | 20% | -6%
O=C(NCCC1CCCCN1S(=O)(=O)c1ccccc1)C(=O)NCc1ccccc1F (stereo not drawn) | -7% | -5% | -7%
CCn1cc(C(=O)N2CC(C)CC(C)C2)c(=O)c2cc(S(=O)(=O)N(C)C)ccc21 (stereo not drawn) | -9% | -11% | -20%
O=C(CCCN1C(=O)/C(=C/c2cccs2)SC1=S)Nc1cc([N+](=O)[O-])ccc1O | -11% | 1% | -28%
O=C(Nn1c(-c2ccncc2)nc2ccccc2c1=O)c1ccc(Br)cc1 | 3% | 0% | 0%
CC1CCN(c2nc3c(c(=O)[nH]c(=O)n3C)n2CCSc2nc3ccccc3o2)CC1 | . | 22% | -6%
CC(c1cccs1)N(Cc1ccco1)C(=S)Nc1ccc(F)c(Cl)c1 (stereo not drawn) | -1% | 1% | -16%
Cc1ccc(-c2cnc(NC(=O)c3cccc(Br)c3)s2)c(C)c1 | -15% | -1% | -23%
Cc1ccc(C)c(C(C)NC(=O)c2ccncc2)c1 (stereo not drawn) | 21% | 1% | 1%
O=C(O)c1nccnc1C(=O)Nc1ccc(Cl)cc1Cl | -14% | 1% | -4%
O=C(c1cccc(Cl)c1)N1CCN(c2ccc(N3CCOCC3)nn2)CC1 | 23% | 0% | -3%
CC(C)c1ccc(CN(C(=O)C2COc3ccccc3O2)C2CCS(=O)(=O)C2)cc1 (stereo not drawn) | -11% | -4% | 0%
Cc1nn(C)c(Nc2ccc(Br)cc2)c1Br | 10% | 9% | -2%
COc1ccc(CN2CCCC(CO)(Cc3ccc(F)cc3)C2)cc1C (stereo not drawn) | -20% | -21% | -8%
N/C(=N\N=C\c1cccs1)SC1CC(=O)N(c2ccc(Br)cc2)C1=O (stereo not drawn) | -3% | -6% | -4%
Cc1cc(C)c2c(=O)cc(CSc3nnc(COc4ccccc4C)n3C)[nH]c2c1 | 0% | . | -2%
CC(/C=C/c1ccccc1F)=N\NC(=O)C(C)C | 1% | 0% | -2%
CCOC(=O)c1nnn(-c2ccc([N+](=O)[O-])cc2[N+](=O)[O-])c1C | 4% | -7% | -14%
CCOC(=O)CC1=C(C(=O)OCC)C(c2cccs2)C(C#N)=C(N)O1 (stereo not drawn) | -4% | -1% | .
Cc1onc(-c2ccccc2)c1C(=O)Nc1ccon1 | 0% | 8% | -4%
O=C(COc1ccccc1F)Nc1ccccc1C(=O)NC1CC1 | -4% | . | 4%
CCc1ccc(CNC(=O)CCCn2c(=O)c3cccn3c3cccnc32)cc1 | 8% | 2% | -5%
CCCOc1ccc(NC(=O)CC2C(=O)N(c3ccc(C)cc3)C(=O)N2Cc2cccc(OC)c2)cc1 (stereo not drawn) | -1% | . | 4%
CCc1ccc(NC(=O)c2cc3c(=O)n(Cc4cccs4)ccc3nc2C)cc1 | 1% | . | -4%
O=C(CN1CCN(Cc2ccccc2)CC1)Nc1ccc(-n2cnnn2)cc1 | -3% | -15% | -5%
O=C(CNCC1(N2CCOCC2)CCCCC1)Nc1ccc(Cl)cc1 | 2% | -2% | -16%
Cn1nc(-c2ccccc2)c(COC(=O)c2cccc(Cl)c2)c1S(=O)(=O)c1ccccc1 | -3% | 1% | -11%
CCN(CC(=O)Nc1ccc2c(c1)OC(F)(F)O2)Cc1nc2ccccc2c(=O)[nH]1 | -9% | 24% | 1%
COc1ccc(NC(=O)Cn2c(=O)n(-c3ccccc3)c(=O)c3sccc32)c(OC)c1 | -8% | 9% | -2%
CC(Sc1nnc(-c2ccccc2F)n1C1CC1)C(=O)NCc1ccco1 (stereo not drawn) | -6% | . | -4%
O=C(c1ccco1)N1CCn2cccc2C1c1ccccc1 (stereo not drawn) | 8% | 7% | 32%[activator]
O=Cc1c(N2CCN(c3cccc(Cl)c3)CC2)nc2ccccn2c1=O | -19% | 2% | 0%
Cc1cccc(S(=O)(=O)N2CCCc3ccccc32)c1 | 5% | 14% | 2%
COC(=O)N1CCC[C@@]2(CCN(c3ccccc3)C2)C1 | . | -6% | 4%
O=C(CSc1nnc(-c2ccco2)n1Cc1ccco1)NCc1cccs1 | 2% | -5% | -4%
CCNS(=O)(=O)c1ccc(C(=O)OCC(=O)N2CCCc3ccccc32)cc1 | 8% | . | 0%
CC(=O)NC1C(=O)N(C)c2ccc(Br)cc21 (stereo not drawn) | 10% | 6% | -4%
COc1cc(OC)cc(C(=O)NC(C(=O)NCCc2ccccn2)C(C)C)c1 (stereo not drawn) | -17% | . | 0%
Cc1ccc(NC(=O)c2cc(S(=O)(=O)NC3CCCCC3)ccc2F)cc1Cl | 1% | . | -5%
O=S(=O)(Nc1ccccc1N1CCOCC1)c1ccccc1C(F)(F)F | 10% | . | -10%
Cc1ccc2c(c1)nnn2C1CCN(C(=O)NCc2ccccc2)CC1 | 0% | -13% | -6%
O=C(c1ccccc1)N1CCN(c2ccc([N+](=O)[O-])cc2-n2cccc2)CC1 | -19% | 0% | -2%
Cc1ccc(NS(=O)(=O)c2c(C)ccc3nsnc23)c([N+](=O)[O-])c1 | -2% | ? | -13%
CCC(=O)N1CCc2cc(CNS(=O)(=O)c3ccc(NC(=O)CC(C)C)cc3)ccc21 | 5% | . | -6%
COc1ccc(-n2ncc3c2ncn2nc(Cc4ccccc4)nc32)cc1 | 24% | . | -2%
Cc1ccccc1-c1cc(C(=O)NCc2cccc(C(F)(F)F)c2)n(CC2CC(c3cccnc3)=NO2)n1 (stereo not drawn) | -16% | . | -15%
O=c1c2c(nc3n1CCCCC3)-c1ccccc1CC21CCCC1 | -11% | 12% | -17%
CCOC(=O)c1ccc2nc(NC(=O)c3ccco3)sc2c1 | 1% | 0% | -2%
Cc1ccc(C2CCN(C(=O)Nc3ccc(Cl)c(Cl)c3)C2)cc1 (stereo not drawn) | -1% | . | -6%
NC(=S)N/N=C/c1ccc(Br)o1 | -1% | 3% | -4%
Cc1ccc(NC(=O)CSc2nnc(C)n2CC2CCCO2)cc1 (stereo not drawn) | 21% | 4% | -1%
COc1cc2c(cc1OC)C(COc1cc(C)cc(C)c1)N(C(=O)C(C)(C)C)CC2 (stereo not drawn) | -2% | . | -5%
COc1ccc(/C=N/NC(=S)Nc2cc(C(F)(F)F)ccc2Cl)cc1 | 15% | ? | -2%
COc1ccccc1NC(=O)CCN1C(=O)C2CC=CCC2C1=O (stereo not drawn) | 8% | 2% | -3%
COC(=O)N1CCC2(CC1)CN(c1cccc(-c3ccccc3)c1)C2 | . | 13% | -11%
Cc1c(C(=O)N/N=C/c2cccc(O)c2)nnn1-c1nonc1N | -18% | -2% | ?
Cc1cc(=O)oc2cc(Oc3ccc(C(N)=O)cc3[N+](=O)[O-])ccc12 | 11% | 9% | -24%

No new results follow: an excerpt of the list.
SMILES | FEN1 inhibitor | N370S GC | GCN5L2 inh
CCC(=O)c1cn(CC(=O)O)c2ccccc12 | 3% | 10% | -4%
CCc1ccccc1N(CC(=O)NCc1ccco1)C(=O)CCC(=O)Nc1ccccn1 | 3% | -4% | 0%
COc1ccc(CC(=O)NNC(=O)COc2ccc(Cl)cc2C)cc1S(=O)(=O)N1CCOCC1 | 1% | . | 0%
CS(=O)(=O)N(CC(=O)Nc1ccccc1Sc1ccccc1)c1cccc(Br)c1 | -22% | 20% | -6%
O=C(NCCC1CCCCN1S(=O)(=O)c1ccccc1)C(=O)NCc1ccccc1F (stereo not drawn) | -7% | -5% | -7%
CCn1cc(C(=O)N2CC(C)CC(C)C2)c(=O)c2cc(S(=O)(=O)N(C)C)ccc21 (stereo not drawn) | -9% | -11% | -20%
O=C(CCCN1C(=O)/C(=C/c2cccs2)SC1=S)Nc1cc([N+](=O)[O-])ccc1O | -11% | 1% | -28%
O=C(Nn1c(-c2ccncc2)nc2ccccc2c1=O)c1ccc(Br)cc1 | 3% | 0% | 0%
CC1CCN(c2nc3c(c(=O)[nH]c(=O)n3C)n2CCSc2nc3ccccc3o2)CC1 | . | 22% | -6%
CC(c1cccs1)N(Cc1ccco1)C(=S)Nc1ccc(F)c(Cl)c1 (stereo not drawn) | -1% | 1% | -16%
Cc1ccc(-c2cnc(NC(=O)c3cccc(Br)c3)s2)c(C)c1 | -15% | -1% | -23%
Cc1ccc(C)c(C(C)NC(=O)c2ccncc2)c1 (stereo not drawn) | 21% | 1% | 1%
O=C(O)c1nccnc1C(=O)Nc1ccc(Cl)cc1Cl | -14% | 1% | -4%

Following part:
SMILES | FEN1 inhibitor | N370S GC | GCN5L2 inh
Cc1nn(C(=O)c2cccc(Cl)c2)c(C)c1S(=O)(=O)N1CCOCC1 | 7% | . | -3%
Nc1c(Cl)cc(C2=NCCn3c2c2ccc([N+](=O)[O-])cc2[n+]3[O-])cc1Cl | -23% | ? | 4%
CCOC(=O)c1cnc(SC)nc1Oc1cccc(NS(=O)(=O)c2ccccc2)c1 | -3% | 13% | -10%
CS(=O)(=O)n1nc(-c2ccco2)nc1NCc1ccccc1Cl | -10% | . | -6%
Cc1ccc(CNC(=O)C2CCN(S(=O)(=O)c3cccnc3)CC2)cc1 | 2% | -12% | 2%
Cc1ccccc1OCCC(=O)N1CCN(S(=O)(=O)c2ccccc2F)CC1 | -4% | -20% | -4%
CC1(C)O[C@H]2C[C@@H]3[C@H]4CCC5=CC(=O)CC[C@@]5(C)[C@]4(F)[C@@H](O)C[C@@]3(C)[C@@]2(C(=O)CCl)O1 | . | 6%[21.6 µM] | 5%[21.4 µM]
O=C(CCCCn1c(=O)c2ccccc2n(Cc2ccc(Cl)cc2)c1=O)NCc1ccco1 | 11% | -10% | -16%
O=C(COC(=O)c1ccccn1)NCc1ccc(Cl)cc1Cl | -3% | . | -1%
CCn1c(SCC(=O)NC2CC2)nnc1-c1ccc(C)cc1 | 20% | -1% | -1%
CCn1c(C(=O)Nc2cc(Cl)ccc2C)cc2sc(Cl)cc21 | -7% | . | -7%
COC(=O)c1cc(-c2c(-c3cc(OC)c(OC)c(OC)c3)noc2C)cc([N+](=O)[O-])c1 | -5%&-16% | -19% | -15%
COc1ccccc1NC(=O)Cc1noc(CSc2nnc(C)s2)n1 | 3% | 5% | -5%
CCOc1ccc(/C=N/NC(=O)c2ccoc2C)cc1OC | 1% | -5% | -7%
CC(C)OCCCn1c(=NC(=O)c2cccs2)c(C#N)cc2c(=O)n3ccccc3nc21 | 12% | ? | -7%
O=C(Nc1ccc2c(c1)nc1n2CCN(Cc2ccccc2)C1)NC1CCCCC1 | 7% | 1% | -19%
Cc1ccc(S(=O)(=O)N(C)c2ccc(OC(=O)c3cccs3)cc2)cc1 | 14% | . | -19%
Cc1ccc(-c2nn(-c3ccccc3)cc2CNCc2ccccc2)cc1 | 1% | -20% | -12%
COc1ccc(N=Cc2[nH]c3ccccc3c2O)cc1 | -23% | 5% | -4%
Cc1ccc(-c2csc(NS(=O)(=O)c3cccc(F)c3)n2)o1 | -23% | . | ?
CCOC(=O)N1CCN(C(=O)/C=C/c2ccc([N+](=O)[O-])cc2)CC1 | 14% | 4% | -1%
CC(=O)N1CCN=C1SCc1cccc(C(F)(F)F)c1 | 6% | 7% | 0%
O=C1CC(c2ccc(F)cc2)Cc2nc(NCC3CCCO3)ncc21 (stereo not drawn) | 1% | -3% | -9%
Cc1ccn2c(c1)nc(=S)n2C(=O)c1ccco1 | . | 2% | 1%
COCCNC(=O)C1=C(N)C(C(=O)Nc2ccc(C)c(S(=O)(=O)N3CCCCC3)c2)SC1=Nc1ccc(C)cc1C (stereo not drawn) | -15% | -6% | -7%
COc1ccc(NC(=S)/N=C(\N)Nc2nc(C)c3ccccc3n2)cc1 | -13% | 6% | 6%
CC(=O)Nc1ccc(Br)c(Cl)c1 | -14% | -1% | -2%
CN(C)c1ccc(-n2cc3c(=O)n(C)c(=O)n(C)c3c2)cc1 | -3% | 5% | -6%
Cc1c(C(=O)O)sc(S(=O)(=O)N2CCN(C(=O)Cc3ccccc3Cl)CC2)c1C(=O)O | -3% | . | 2%
COc1cc2c(C(=O)N(C)c3cccc(C(F)(F)F)c3)cn(CC(C)C)c(=O)c2cc1OC | -12% | . | -7%
CCC(CC)C(=O)c1c[nH]c(C(=O)N2CCN(c3ccccc3F)CC2)c1 | -5% | 1% | 1%
COc1cc(NS(=O)(=O)c2ccc(NC(=O)c3ccccc3C(=O)O)cc2)nc(OC)n1 | -14% | . | -7%
O=C1c2ccccc2C(=O)C12OC2c1ccc(Cl)cc1Cl (stereo not drawn) | 2% | 5% | 2%
O=[N+]([O-])c1ccccc1N(CC1CO1)S(=O)(=O)c1ccccc1 (stereo not drawn) | -3% | 2% | 23%
Cc1ccc(S(=O)(=O)CCC(=O)NC2CCCCC2)cc1 | -6% | . | -6%

Bioassay records as filed in PubChem.
